CRFBP-R2 block: CRF-BP/CRF-R2 complex antagonism. HEK293 CRF-R2/CRF-BP, CRF-induced calcium fluorescence. inhibition, % at 11.8 µM. hit rate 0.59% among 350,000. AID 588475;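 active means inhibition of the ligand-induced calcium signal above about 50% at the single tested concentration, limit read from the data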
GalR3 antagonist: antagonists of human GalR3 | HEK293 GalR3-CNG cAMP membrane potential fluorescence; galR3 body fused to GalR1 C-terminus | hit rate 0.44% among 360,000 | AID 651719 | inhibition, % at 3 µM | O60755;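 active means inhibition above the screen-wide average plus 3 SD, cut at about 13% in these data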;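 further: forskolin and galanin both at EC90 stimulate the cells; cAMP rise reported by CNG channel membrane potential dye signal; 0% = forskolin plus galanin with DMSO and 100% = forskolin alone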
pCIP destab: compounds decreasing mouse p/CIP protein stability. Q05BA5. F442A p/CIP-EGFP cells, EGFP fluorescence, 16 h. decrease of EGFP signal, % at 10 µM. hit rate 0.01% among 290,000. AID 1984;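 active means EGFP signal decrease of at least 30% at 10 µM or well 3 SD below plate mean, unless failing retest; inactive means the rest, including hits failing retest or dose response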; further: some compounds called inactive have numbers as strong as hits; many of its hits are not listed in these tables
IDE act: boosts human insulin-degrading enzyme activity in HEK cells. FAbeta-B cleavage, fluorescence polarization; 0% vehicle, 100% cell-free pure enzyme wells. activation, % at 5.96 µM. hit rate 0.073% among 340,000;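 active means activation above the mean of all tested compounds plus 3 SD, set per screening campaign, cut at about 17% in these data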
CHRM4 PAM: positive allosteric modulators of human muscarinic M4 receptor; hit rate 0.4% among 360,000; CHO-K1 hM4/Gqi5, Fluo-8 calcium fluorescence, ACh EC20; 0% = ACh EC20, 100% = maximal ACh; P08173; AID 624126; activation, % at 3 µM;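 active means activation above its plate's cutoff, the mean activation of sample wells plus 3 SD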; further: some results filed as inactive read as strong as hits
Target sequence (P08173 whole entry, looked up): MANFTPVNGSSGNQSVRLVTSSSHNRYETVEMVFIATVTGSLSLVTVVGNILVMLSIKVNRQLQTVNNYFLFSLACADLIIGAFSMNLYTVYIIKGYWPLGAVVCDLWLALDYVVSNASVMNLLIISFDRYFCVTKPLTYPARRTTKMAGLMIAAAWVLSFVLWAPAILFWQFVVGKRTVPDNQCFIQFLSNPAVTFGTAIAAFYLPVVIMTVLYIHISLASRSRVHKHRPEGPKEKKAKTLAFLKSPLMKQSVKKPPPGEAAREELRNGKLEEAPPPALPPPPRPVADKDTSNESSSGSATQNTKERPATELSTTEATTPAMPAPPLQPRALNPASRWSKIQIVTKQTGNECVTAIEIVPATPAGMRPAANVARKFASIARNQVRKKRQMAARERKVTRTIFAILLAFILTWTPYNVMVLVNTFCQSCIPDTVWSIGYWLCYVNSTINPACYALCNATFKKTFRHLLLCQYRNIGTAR
PHOSPHO1 block: inhibitors of human PHOSPHO1 phosphatase | Q8TCT1 | recombinant PHOSPHO1, absorbance phosphatase assay | inhibition, % at 13.3 µM | hit rate 1.1% among 290,000 | AID 1565; in the data active means inhibition above about 60%
CRFR2-BP ag: agonists of human CRF-binding protein/CRF-R2 receptor complex. HEK293 CRF-R2/CRF-BP, calcium dye fluorescence (FLIPR); percent of saturating CRF peptide response. activation, % at 13.2 µM. hit rate 0.46% among 350,000;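 active means activation of at least 50%, plus an integration ratio under a set limit after plate pattern correction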;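 further: plate controls were neutral control wells without compound for no effect and CRF at EC100 for full effect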
IDE inh: inhibits human insulin-degrading enzyme in HEK cells; P14735; FAbetaB cleavage, fluorescence polarization; inhibition, % at 5.59 µM; hit rate 0.41% among 320,000;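 active means percent inhibition above the average of all tested compounds plus 3 SD, set per screening campaign, cut at about 16% in these data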;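 further: IDE supplied by intact live HEK cells; FP after avidin binding of uncleaved biotin substrate so inhibition keeps polarization high; 0% = DMSO wells and 100% = 60 µM reference IDE inhibitor Ii1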
MEKK3 PB1 HTS: modulators (inhibitors or enhancers) of MEK5 binding to human MEKK3 PB1 domain. bead-based flow cytometry, Alexa488-MEK5 binding to MEKK3; actives lie on both sides; 0 = blocked by unlabeled MEK5, 100 = vehicle. binding response (% of control), % at 10 µM. hit rate 1.4% among 290,000;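 active means binding response more than 3 SD above or below the average of its plate-row segment, actives on both sides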;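 further: Alexa488 bead fluorescence after subtracting the streptavidin-only scavenger bead signal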
Target sequence (Q99759 whole entry, looked up, the tested form may be a part): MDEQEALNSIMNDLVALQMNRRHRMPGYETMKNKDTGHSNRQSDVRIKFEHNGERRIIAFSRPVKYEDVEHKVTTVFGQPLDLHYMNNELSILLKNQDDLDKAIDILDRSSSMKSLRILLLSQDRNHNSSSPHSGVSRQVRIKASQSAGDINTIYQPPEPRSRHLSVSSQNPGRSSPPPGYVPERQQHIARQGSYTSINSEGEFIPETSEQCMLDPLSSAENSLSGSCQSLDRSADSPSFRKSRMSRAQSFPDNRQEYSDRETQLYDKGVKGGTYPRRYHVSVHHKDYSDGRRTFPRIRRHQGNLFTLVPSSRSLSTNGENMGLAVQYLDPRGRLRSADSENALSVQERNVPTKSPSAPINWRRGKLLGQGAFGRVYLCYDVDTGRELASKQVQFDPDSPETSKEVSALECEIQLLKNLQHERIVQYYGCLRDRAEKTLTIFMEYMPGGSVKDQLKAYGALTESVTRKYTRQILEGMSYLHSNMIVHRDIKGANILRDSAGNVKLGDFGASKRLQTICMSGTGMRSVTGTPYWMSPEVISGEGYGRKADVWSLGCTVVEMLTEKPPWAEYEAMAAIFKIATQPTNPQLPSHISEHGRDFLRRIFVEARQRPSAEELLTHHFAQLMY
* = called active by the depositor; nt = not tested or not shown.

nr | Compound | CRFBP-R2 block | GalR3 antagonist | pCIP destab | IDE act | CHRM4 PAM | PHOSPHO1 block | CRFR2-BP ag | IDE inh | MEKK3 PB1 HTS
1 | CCS(=O)(=O)N1Cc2ccccc2CC1C(=O)OCC(=O)N(C(C)C)C(C)C (centres undefined) | -1 | -5 | 8 | 5 | -2 | 0 | 0.1 | -1 | 101
2 | Cc1cccc(C(CC(=O)N2CCCC2)c2ccccc2)c1O (centres undefined) | 19 | -5 | -1 | 3 | 6 | 0 | -1.9 | 8 | 96
3 | CNC(=O)NC(=O)CSc1ccc(S(=O)(=O)N2CCOCC2)cn1 | 0 | -2 | nt | 10 | 2 | nt | 0.6 | -2 | nt
4 | Cn1nc(C(=O)NCc2ccc(F)cc2)c2ccccc2c1=O | 8 | -2 | nt | -1 | -17 | nt | -1.9 | 4 | 106
5 | CCCC/C=C/C(NC(=O)c1ccc(C(=O)OC)cc1)c1ccccc1 (centres undefined) | 7 | -3 | nt | -4 | -7 | nt | 0.5 | -4 | 105
6 | CCOC(=S)SCc1cn2cccc(C)c2n1 | 3 | -5 | -6 | 2 | 7 | -7 | -0.8 | -1 | nt
7 | S=c1[nH]nc(-c2ccccc2)n1/N=C/c1cccc(Br)c1 | 18 | -12 | -1 | -1 | -1 | -94 | -1.1 | 3 | 103
8 | CCCn1c(-c2cccs2)nc2c1c(=O)[nH]c(=O)n2Cc1ccccc1 | -28 | -3 | 5 | 3 | -10 | -12 | -0.1 | -3 | 96
9 | CCOC(=O)c1cnc(=O)[nH]c1C | -9 | nt | 5 | nt | nt | -50 | 2.5 | 4 | 109
10 | Cc1ccc(CN2CCN(C(=O)CCC(=O)Nc3nnc(C(C)C)s3)CC2)c(C)c1 | -16 | -1 | -3 | -7 | -9 | 3 | 1.2 | 10 | 102
11 | Cc1ccc(S(=O)(=O)NNC(=O)c2ccncc2)cc1[N+](=O)[O-] | 2 | 1 | 3 | 2 | -3 | nt | -0.4 | 1 | 105
12 | Cc1ccc(Nc2c3c(nc4ccccc24)CCC3)cc1 | 29 | -8 | -9 | nt | -9 | -1 | -2.4 | 0 | 102
13 | O=C(CN1CCOCC1)N/N=C/c1ccc(-c2ccc(C(=O)O)cc2)o1 | -9 | -6 | -6 | 2 | 4 | -112 | -1.4 | -3 | 102
14 | Cc1cccc(OCC(=O)Nc2ccc3c(c2)C(=O)NC3=O)c1 | -3 | -7 | -10 | 5 | 2 | 17 | -0.5 | 0 | 97
15 | Cc1ccc(O)c(Sc2cc(C)ccc2O)c1 | 4 | -2 | -10 | 6 | 12 | -10 | 1.4 | -3 | 103
16 | COc1ccc(-c2cc(C(F)(F)F)n3nc(C(=O)NCCCN4CCOCC4)cc3n2)cc1 | 1 | -2 | 3 | nt | nt | 33 | -2.4 | 6 | 102
17 | CCOCCCNC(=S)Nc1ccc2nc(N3CCN(CC)CC3)cc(C)c2c1 | 9 | -8 | -6 | -2 | 6 | 28 | 0.8 | 0 | 103
18 | COc1ccc(CN2CCC(=O)N([C@H](CO)c3ccccc3)CC2)cc1 | -1 | -3 | -8 | 0 | 5 | -7 | 1.4 | 7 | 104
19 | COC(=O)Cc1nc(NC(=O)c2cccs2)sc1C | 1 | nt | 3 | 1 | 6 | nt | -0.7 | -2 | 105
20 | CNC(=S)N(CCc1ccc(S(N)(=O)=O)cc1)C1CC(=O)N(c2ccccc2F)C1=O (centres undefined) | -47 | 0 | -14 | -2 | -7 | 17 | 3.4 | 3 | 103
21 | COc1ccc(CC(=O)NNS(=O)(=O)c2ccccc2[N+](=O)[O-])cc1 | 8 | 0 | -2 | 1 | -1 | 37 | -1.0 | -2 | 101
22 | O=C(OCc1ccccc1)N(CCF)c1cn(Cc2ccccc2)c(=O)n(Cc2ccccc2)c1=O | 2 | -6 | nt | 4 | -1 | nt | 11 | nt | nt
23 | Nc1c(NCc2ccccc2)c(=O)[nH]c(=O)n1Cc1ccccc1 | -22 | nt | -8 | -3 | 8 | -48 | -1.9 | 4 | 105
24 | Cc1cc(C)c(NC(=O)CSCc2c(C)noc2C)c(C)c1 | 1 | 5 | nt | -4 | 4 | nt | 1.1 | -2 | nt
25 | CCCCc1ccc(S(=O)(=O)N/N=C(/C)c2ccncc2)cc1 | 12 | -6 | -13 | 4 | -5 | -173 | -0.1 | -1 | 97
26 | O=C(O)C(Sc1ccncn1)c1ccccc1 (centres undefined) | -2 | -4 | -10 | 4 | 0 | 24 | 1.8 | 3 | 98
27 | CSc1nc2nc3c(cc2c(=O)n1-c1ccccc1C)CCCC3 | -5 | -9 | -18 | 4 | 0 | -11 | 0.7 | 4 | 89
28 | O=C(CCc1ccccc1)NN1C(=O)C2C3C=CC(O3)C2C1=O (centres undefined) | 15 | 1 | 14 | -2 | 0 | 44 | -0.8 | 12 | 85
29 | CCC(C)c1ccc(Nc2ncccc2C#N)cc1 (centres undefined) | 10 | -1 | 7 | 7 | 6 | 0 | 0.1 | 3 | 108
30 | Cc1ccc(NC(=O)CSc2nc(=O)n(CCN(C)C)c3c2CCCC3)cc1Cl | 10 | 0 | nt | 3 | -1 | nt | -0.4 | 0 | nt
31 | COc1ccc(OC)c(C=Cc2ccc([N+](=O)[O-])cc2)c1 | -11 | -5 | nt | nt | 6 | nt | -1.6 | nt | nt
32 | Cc1nn(CCc2n[nH]c(=S)n2C)c(C)c1Br | 3 | -4 | 6 | 1 | 8 | 85* | 0.3 | 1 | 105
33 | CCOc1ccccc1NC(=O)c1cc(S(=O)(=O)N2CCN(CC)CC2)ccc1Cl | 7 | 0 | -9 | 4 | 6 | 30 | 0.7 | -4 | 99
34 | CCN1C(=O)[C@@H]2[C@H](C1=O)[C@@H]1CC(C(=O)OC)=C[C@@H](C(=O)OC)C3C1=C(C(=O)C3(CC)CC)[C@@H]2C (some centres undefined) | 14 | -8 | nt | nt | nt | nt | -4.8 | -1 | 83
35 | N/C(=N\OC(=O)Cc1ccc(Cl)cc1)c1cccnc1 | 17 | nt | -1 | 0 | 1 | 10 | 0.1 | 5 | 103
36 | COc1ccc2nc(NC(=O)c3ccco3)sc2c1 | 9 | -5 | -16 | 2 | -3 | 15 | -0.8 | 2 | 108
37 | COc1ccc(CCNC(=O)c2cc3ccccn3n2)c(OC)c1OC | -76 | nt | -23 | -2 | -3 | -4 | 7.1 | 6 | 101
38 | CCCCC[C@@H](O)c1cc2ccccc2c(=O)o1 | -3 | -4 | nt | 6 | 6 | nt | 0.3 | -1 | nt
39 | Cc1c(C)c2c(OCC(=O)N[C@@H](C)C(=O)O)cc3c(c2oc1=O)CCC(C)(C)O3 | 3 | -10 | -18 | 0 | -6 | 20 | -2.6 | 3 | 99
40 | Oc1ccc(N2CCN(Cc3cc4c(cc3Br)OCCO4)CC2)cc1 | -12 | -6 | -5 | 1 | -10 | 32 | -1.2 | -1 | 101
41 | Cc1ccc(C(=O)N2CCC(C(=O)NC3CCCCCC3)CC2)cc1 | -13 | -4 | -9 | -1 | 0 | 19 | -0.8 | 5 | 99
42 | COc1cccc(CNC(=O)c2ccccc2-c2ccccc2C(=O)O)c1 | 3 | -2 | 10 | 4 | 1 | -8 | -0.7 | 4 | 101
43 | C#Cc1ccc(C(=O)Nc2ccc(N3CCC(C)CC3)c(C(N)=O)c2)cc1 | -36 | -7 | 4 | -5 | -8 | 4 | -0.5 | 1 | 106
44 | COC(=O)CN(c1ccc2c(c1)OCO2)S(C)(=O)=O | 38 | -5 | -3 | -4 | 12 | -8 | -3.0 | 2 | 90
45 | CCOC(=O)C(C)c1c(C)[nH]c(=S)[nH]c1=O (centres undefined) | 3 | -2 | -6 | 4 | 5 | 32 | 0.3 | 4 | nt
46 | Cc1cc(=O)oc2cc(OCC(=O)NCCCN3CCOCC3)c(Cl)cc12 | -5 | -10 | 0 | 2 | 1 | 53 | -1.0 | -1 | 104
47 | CCOCC(=O)Nc1nnc(COc2ccc(Cl)cc2)s1 | -56 | -3 | 7 | 2 | -3 | 95* | -0.9 | 5 | 103
48 | CCN(CC)CCC(=O)N1c2ccccc2CCc2ccc(NC(=O)OC(C)C)cc21 | -1 | -12 | -16 | 5 | -4 | 46 | -0.5 | nt | 105
49 | CC1CCCC(NS(=O)(=O)c2ccc3c(c2)OCCO3)C1C (centres undefined) | 5 | -7 | -5 | 2 | 0 | 14 | -0.1 | 2 | 106
50 | CCSc1ccccc1C(=O)Nc1nncs1 | -13 | 0 | -22 | -1 | 2 | -14 | 1.5 | 6 | 100

An excerpt from above in order of heavy-atom count, falling.
nr | Compound | CRFBP-R2 block | GalR3 antagonist | pCIP destab | IDE act | CHRM4 PAM | PHOSPHO1 block | CRFR2-BP ag | IDE inh | MEKK3 PB1 HTS
16 | COc1ccc(-c2cc(C(F)(F)F)n3nc(C(=O)NCCCN4CCOCC4)cc3n2)cc1 | 1 | -2 | 3 | nt | nt | 33 | -2.4 | 6 | 102
20 | CNC(=S)N(CCc1ccc(S(N)(=O)=O)cc1)C1CC(=O)N(c2ccccc2F)C1=O (centres undefined) | -47 | 0 | -14 | -2 | -7 | 17 | 3.4 | 3 | 103
30 | Cc1ccc(NC(=O)CSc2nc(=O)n(CCN(C)C)c3c2CCCC3)cc1Cl | 10 | 0 | nt | 3 | -1 | nt | -0.4 | 0 | nt
43 | C#Cc1ccc(C(=O)Nc2ccc(N3CCC(C)CC3)c(C(N)=O)c2)cc1 | -36 | -7 | 4 | -5 | -8 | 4 | -0.5 | 1 | 106
21 | COc1ccc(CC(=O)NNS(=O)(=O)c2ccccc2[N+](=O)[O-])cc1 | 8 | 0 | -2 | 1 | -1 | 37 | -1.0 | -2 | 101
25 | CCCCc1ccc(S(=O)(=O)N/N=C(/C)c2ccncc2)cc1 | 12 | -6 | -13 | 4 | -5 | -173 | -0.1 | -1 | 97
49 | CC1CCCC(NS(=O)(=O)c2ccc3c(c2)OCCO3)C1C (centres undefined) | 5 | -7 | -5 | 2 | 0 | 14 | -0.1 | 2 | 106
7 | S=c1[nH]nc(-c2ccccc2)n1/N=C/c1cccc(Br)c1 | 18 | -12 | -1 | -1 | -1 | -94 | -1.1 | 3 | 103
36 | COc1ccc2nc(NC(=O)c3ccco3)sc2c1 | 9 | -5 | -16 | 2 | -3 | 15 | -0.8 | 2 | 108
50 | CCSc1ccccc1C(=O)Nc1nncs1 | -13 | 0 | -22 | -1 | 2 | -14 | 1.5 | 6 | 100
45 | CCOC(=O)C(C)c1c(C)[nH]c(=S)[nH]c1=O (centres undefined) | 3 | -2 | -6 | 4 | 5 | 32 | 0.3 | 4 | nt

(further entries)
nr | Compound | CRFBP-R2 block | GalR3 antagonist | pCIP destab | IDE act | CHRM4 PAM | PHOSPHO1 block | CRFR2-BP ag | IDE inh | MEKK3 PB1 HTS
51 | Cc1nonc1CC(=O)N1CCCC(C(=O)c2cccc(C(F)(F)F)c2)C1 (centres undefined) | -8 | -4 | -9 | 3 | 8 | 40 | 4.6 | -3 | 102
52 | Cc1ccc(S(=O)(=O)N/N=C2/CC(c3ccccc3)Oc3ccccc32)cc1[N+](=O)[O-] (centres undefined) | 14 | -3 | -18 | 2 | -4 | 36 | 1.1 | -1 | 100
53 | O=C(NC1CCCCC1)c1ccc2snnc2c1 | -2 | -6 | 2 | -3 | 4 | 24 | -0.6 | -5 | 102
54 | CN(CCC1CCOCC1)C(=O)C1CCC(=O)N(CCc2ccccc2)C1 (centres undefined) | 8 | -2 | -4 | 7 | 3 | 23 | 4.3 | -1 | 105
55 | CC(CCO)Nc1nc2c([nH]1)c(=O)n(C)c(=O)n2C (centres undefined) | 1 | -1 | -1 | 1 | -3 | 16 | 2.5 | 1 | 97

Screening results: PubChem BioAssay, several laboratories
